Source: PubChem
MC4R barr agon – activates human MC4R beta-arrestin recruitment; U2OS MC4R beta-arrestin complementation, luminescence; percent of melanotan II response, DMSO zero; activation, % at 8.9 µM; actives 0.98% (n = 360,000); AID 540308;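 active means activation above a per-plate cutoff, the mean activation of sample wells on that plate plus 3 SD, cut at about 8% in these data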
N-glyco inh – blocks N-linked glycosylation in D54 reporter cells; reporter increase, % at 12.5 µM; AID 588692; D54 ERlucT glycosylation luciferase reporter, 24 h; percent of 100 nM tunicamycin response; actives 0.23% (n = 360,000);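 active means mean luciferase reporter signal, scaled so untreated is 0 and the glycosylation-blocking control 100, at or above a set limit in every replicate; inconclusive means mean reaches the limit but not every replicate does; inactive means mean below the limit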;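 further: luciferase carries N-glycosylation sites so blocking glycosylation raises the light; 0% = median of neutral control wells and 100% = median of 100 nM tunicamycin wells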
MC4R antagonist – antagonists of human melanocortin 4 receptor (MC4R); MC4R-expressing cells, MTII-stimulated cAMP, LANCE TR-FRET; inhibition, % at 6.5 µM; actives 0.48% (n = 360,000);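 active means inhibition above its plate's cutoff, the mean of tested wells on that plate plus 3 SD, cut at about 29% in these data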;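 further: 0% = Melanotan II alone and 100% = Melanotan II plus saturating MCL0020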
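Assay system: U2OS-MC4R stable cell line; Also added: Melanotan II; Technique: Eu-cAMP/anti-cAMP TR-FRET, emission 671 nm; Times: 30-min compound, 1-h challenge, 1-h detection, room temperature.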
aDG glyco up – increases alpha dystroglycan glycosylation; Pro5-aDG cells, alpha-DG glycosylation AlphaScreen (IIH6); 0% Pro5, 100% B10-LARGE cell signal; AID 624168; activation, % at 10 µM; actives 0.22% (n = 360,000);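 active means activation of at least 8% versus controls, or a plate z-score of at least 8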;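 further: Pro5 are CHO cells carrying HIG-tagged alpha-DG that lacks glycosylation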
iPSC survival up – enhancers of human iPSC single-cell survival | survival enhancement, % at 20 µM | AID 602274 | hiPSC single-cell survival, ATPlite luminescence; 100% = ROCK inhibitor wells, 0% = DMSO | actives 0.044% (n = 360,000); in the data active means survival enhancement above about 18%;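 further: cells exposed to compounds for 16 hours before the ATP read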
H9c2 protect – modulators protecting cardiomyocytes from myocardial damage. actives 0.63% (n = 360,000). protection from H2O2 cell death, % at 20 µM. H9c2 cardiomyocytes, H2O2 injury protection, ATPLite, 2 h;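 active means compounds giving at least 50% protection of heart cells from peroxide-induced death in the single-dose screen, raw or plate-pattern-corrected value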;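 further: 0% = DMSO wells with peroxide and 100% = DMSO wells without peroxide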
ABHD5 PLIN5 PPI – blocks binding of human ABHD5 to perilipin-5; Q00G26+Q8WTS1; Split G. princeps luciferase complementation, luminescence, 4 h; inhibition, % at 4 µM; actives 0.78% (n = 360,000); AID 602281;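 active means inhibition above the mean inhibition across every tested compound plus 3 SD, cut at about 22% in these data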;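 further: 0% = DMSO only wells and the 100% control is not disclosed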
ABCB6 inh MLPCN – blocks the human ABCB6 transporter. K562-ABCB6 porphyrin accumulation, flow cytometry, 1 h; stronger effect = lower value. fluorescence ratio to DMSO, % at 10 µM. actives 0.19% (n = 360,000);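 active means fluorescence ratio to DMSO below 75%, the collection mean minus 3 SD; inconclusive means too few cells collected in the well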;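 further: signal is porphyrin accumulated inside mitochondria; 100% equals median channel fluorescence of DMSO control wells; lower ratio means ABCB6 inhibition with less porphyrin fluorescence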
Target sequence (Q9NP58 whole entry, looked up): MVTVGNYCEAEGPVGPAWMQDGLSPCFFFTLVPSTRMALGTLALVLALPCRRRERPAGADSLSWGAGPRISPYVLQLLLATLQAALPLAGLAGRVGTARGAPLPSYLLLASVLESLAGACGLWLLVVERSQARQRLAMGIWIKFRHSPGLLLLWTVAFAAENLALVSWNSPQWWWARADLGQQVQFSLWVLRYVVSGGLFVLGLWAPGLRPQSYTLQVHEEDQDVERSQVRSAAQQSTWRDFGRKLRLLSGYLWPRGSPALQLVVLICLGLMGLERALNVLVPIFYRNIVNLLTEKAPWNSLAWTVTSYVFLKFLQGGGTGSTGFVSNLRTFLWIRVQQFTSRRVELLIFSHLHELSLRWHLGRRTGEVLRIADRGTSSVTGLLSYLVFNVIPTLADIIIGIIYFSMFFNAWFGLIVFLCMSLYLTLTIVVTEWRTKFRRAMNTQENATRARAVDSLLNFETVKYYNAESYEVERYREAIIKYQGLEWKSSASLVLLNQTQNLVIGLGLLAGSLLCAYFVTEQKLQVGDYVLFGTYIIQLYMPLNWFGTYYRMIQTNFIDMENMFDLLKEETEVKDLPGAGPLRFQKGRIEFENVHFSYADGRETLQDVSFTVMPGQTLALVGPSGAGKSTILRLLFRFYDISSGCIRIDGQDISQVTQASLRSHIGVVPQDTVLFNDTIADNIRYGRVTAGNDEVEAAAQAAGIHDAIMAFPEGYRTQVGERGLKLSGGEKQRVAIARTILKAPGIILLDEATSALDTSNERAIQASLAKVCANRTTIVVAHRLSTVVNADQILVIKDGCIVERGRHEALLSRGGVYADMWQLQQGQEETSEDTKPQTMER
Exocytosis inh – blocks lytic granule exocytosis; AID 651702; inhibition, % at 10 µM; actives 0.66% (n = 360,000); TALL-104 LAMP-1 surface exposure, flow cytometry; cells stimulated with thapsigargin and PMA;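 active means inhibition above about 55%, limit read from the data; inconclusive means no clear call, values can overlap the other calls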
m5-HT2A agonist – mouse HTR2A agonism via beta-arrestin recruitment. actives 0.66% (n = 360,000). activation, % at 7.6 µM. AID 624169. CHO-K1 mHTR2A beta-arrestin complementation, luminescence; percent of 30 µM serotonin response. P35363;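 active means activation above a run cutoff, the mean activation of all tested compounds plus 3 SD, cut at about 14% in these data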;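 further: 0% = plate median of compound wells and 100% = 30 µM serotonin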
* = called active by the depositor; ? = inconclusive.

SMILES	MC4R barr agon	N-glyco inh	MC4R antagonist	aDG glyco up	iPSC survival up	H9c2 protect	ABHD5 PLIN5 PPI	ABCB6 inh MLPCN	Exocytosis inh	m5-HT2A agonist
Cc1cccc(NC(=O)C(CC(C)C)NC(=O)C2CCC(C)CC2)n1 (stereo not drawn)	0.2	-1.6	-4.2	0.0	-1.0	2.0	-2.3	103.0	2.6	-0.7
CCCn1c(SCC(=O)NNC(=O)c2ccc(OC)cc2)nnc1C(C)C	0.7	2.0	-2.7	0.1	3.0	2.1	-9.8	100.0	-3.4	11.5
Cc1cc2nc(-c3cccnc3SCC(=O)NCc3ccco3)[nH]c2cc1C	0.0	-10.8	2.8	0.6	-4.5	-13.8	7.8	106.0	-4.1	-0.1
COC(=O)c1ccccc1NC(=O)N1CCN(c2ccccc2F)CC1	2.3	-1.2	9.1	0.0	0.0	-2.0	-5.7	97.0	1.2	1.1
Cc1cccc(OC(C)C(=O)N2CCc3ccccc3C2)c1 (stereo not drawn)	0.8	-1.8	11.6	-0.1	-0.1	-3.6	5.1	102.0	8.4	-4.3
Cc1nc(N)nc(OCC(F)(F)C(F)F)c1Br	3.0	0.2	-2.1	-0.1	2.6	-2.3	1.3	91.0	-0.8	0.6
CC(C)N(C(=O)c1ccccc1-c1ccccc1)C(C)C	-1.0	-1.8	1.9	0.2	-0.6	-16.2	0.0	87.0	-0.2	-2.7
Cc1ccccc1-n1c(C)nnc1SCc1nc2ccccc2s1	0.2	-7.0	12.3	-0.2	-0.6	-3.6	-4.5	98.0	1.3	5.8
CCC(C)(O)c1[nH]c2ccc(C#N)cc2c1C (stereo not drawn)	-0.6	-3.0	3.0	0.5	-0.9	-6.6	-1.4	91.0	-14.7	0.6
O=C(NCCN1CCOCC1)c1cnn2c(-c3ccccc3)cc(-c3ccccc3)nc12	0.9	3.2	7.3	-0.2	0.1	79.4*	12.3	95.0	3.2	-9.2
CCOC(=O)c1oc2ccc(S(=O)(=O)n3nc(-c4ccc(Cl)cc4)cc3N)cc2c1C	1.9	-3.3	-0.3	0.8	0.7	-27.3	-10.6	93.0	-0.5	0.9
Cc1nc2ccc(S(=O)(=O)Nc3cccc(-c4nc5cccnc5s4)c3)cc2s1	1.5	0.0	-1.7	-0.1	-1.5	-11.6	-3.5	100.0	5.0	9.3
CN(CCO)c1cnccn1	-2.2	1.9	-5.9	-0.1	0.2	5.1	-1.3	102.0	3.4	4.6
COc1ccc(S(=O)(=O)N2CCN(C3Cc4ccccc4C3)CC2)cc1	-1.1	-1.6	4.1	-0.1	0.0	1.3	1.7	99.0	-1.8	-2.8
COc1ccccc1-c1cnn2c(N3CCOCC3)cc(C)nc12	1.8	2.3	-4.8	0.0	-0.7	-6.4	7.1	101.0	-4.9	0.1
O=C(Nc1nc2c(s1)CCCC2)Oc1ccccc1	-0.9	1.2	4.8	0.0	2.6	-3.3	0.4	98.0	-0.2	0.6
COc1ccc(OC)c(NC(=O)CSc2nc3cccnc3n2C)c1	-1.4	0.0	0.7	0.5	1.4	1.4	-4.1	92.0	-0.3	1.8
CCOC(=O)c1[nH]c2ccc(OCC)cc2c1NC(=O)CN1CCCC(C)C1 (stereo not drawn)	-0.9	0.6	-1.8	-0.3	0.2	-2.9	-0.4	99.0	-2.6	-5.4
COc1ccc(CCn2c(NN=C(C)C)nc3c2c(=O)[nH]c(=O)n3C)cc1	-1.2	0.4	-4.8	0.1	0.4	13.9	-0.8	96.0	-9.0	-1.1
CC(C)[C@H](NC(=O)C1CC(=O)N(c2ccc3c(c2)OCO3)C1)C(=O)NC1CCCC1 (stereo partly drawn)	-2.4	0.6	10.7	-0.1	-0.7	0.0	-4.1	102.0	1.8	0.8
O=C(NC1CCCC1)C(NS(=O)(=O)c1ccc(Br)s1)c1ccccc1 (stereo not drawn)	-1.4	1.9	2.1	0.3	3.0	1.5	2.2	99.0	-0.2	2.9
COc1ccc(C2/C(=C(/O)c3ccccc3)C(=O)C(=O)N2c2ccccn2)c(OC)c1 (stereo not drawn)	-0.7	1.8	16.5	-0.1	-2.4	3.7	0.0	99.0	-2.7	4.8
O=C(N[C@@H]1C/C=C\C[C@H](CC(=O)N(CCO)Cc2ccccc2)C(=O)NC[C@@H](c2ccccc2)OC1=O)OCC1c2ccccc2-c2ccccc21	0.7	-0.5	13.4	0.1	10.3	-7.5	-10.4	94.0	1.5	-4.5
CCOC(=O)C1CCCN(CC(=O)Nc2c(F)c(F)c(F)c(F)c2F)C1 (stereo not drawn)	4.3	1.5	0.3	0.0	4.6	-1.1	-4.5	89.0	-0.5	0.7
COC(=O)C1(CC2CC(c3ccccc3)=NO2)CCN(C(=O)OC(C)(C)C)CC1 (stereo not drawn)	-0.5	0.3	2.6	0.8	-1.8	-14.9	6.4	99.0	-3.0	-4.7
(further entries)
SMILES	MC4R barr agon	N-glyco inh	MC4R antagonist	aDG glyco up	iPSC survival up	H9c2 protect	ABHD5 PLIN5 PPI	ABCB6 inh MLPCN	Exocytosis inh	m5-HT2A agonist
C=CCC[C@@H](Cc1ccc(F)cc1)C(=O)OC[C@@H]1CCCN1C(=O)[C@@H](CC=C)CC(=O)N(CCO)Cc1ccccc1	5.6	-2.0	2.6	0.7	-3.7	1.6	13.9	94.0	-2.4	-4.3
O=C(CCC(=O)N1CCCCCC1)NCc1ccc(F)cc1	-2.2	4.0	4.5	-0.1	0.3	8.8	1.2	104.0	9.6	1.6
COc1cccc(CNc2ncc(C(=O)Nc3cc(OC)c(OC)c(OC)c3)c(C)n2)c1	0.4	?	-3.9	0.0	-0.2	1.6	-0.8	100.0	-11.2	0.0
CCOc1nc(NC(=O)NS(=O)(=O)c2ccccc2F)nc(-c2ccccc2)n1	0.4	1.7	26.1	-0.1	-2.5	-7.6	0.2	93.0	9.6	-2.5
O=C(NC(c1ccccc1)c1ccccc1)c1ccc(Br)o1	1.0	-3.4	-0.4	-0.4	-1.4	5.7	14.2	100.0	5.7	1.8
CNC(=O)C(=O)NCC1OCCN1S(=O)(=O)c1ccc([N+](=O)[O-])cc1 (stereo not drawn)	2.0	-3.8	-11.3	-0.2	-0.8	0.6	13.8	94.0	0.4	8.0
O=C(c1ccc2c(c1)N(Cc1ccc(F)cc1)CCS2)N1CCOCC1	0.3	0.9	13.9	-0.1	0.0	-6.0	-10.1	103.0	-3.2	8.8
O=S(=O)(Nc1ccccc1)c1ccc(Oc2ncc(C(F)(F)F)cc2Cl)cc1	6.6	-5.1	2.3	0.5	0.4	-8.9	-20.1	101.0	5.3	-1.9
CCOc1ccc2nc(NCCNC(=S)NCCCN(C)C)c(C#N)cc2c1	-3.2	0.1	-4.4	0.1	-0.7	19.9	2.2	93.0	4.6	11.1
Cc1ccccc1N1CCN(S(=O)(=O)c2nnc(NC(=O)c3ccc(F)cc3)s2)CC1	-1.7	1.0	-0.9	0.1	0.0	-6.5	6.4	99.0	8.6	-2.8
CC(C)n1c(CN(C)c2ccccc2)nc2ccccc21	-0.6	0.8	8.9	1.4	-0.2	-3.8	0.8	94.0	-5.5	-2.5
C=CCn1cc(/C=C2/NC(=O)NC2=O)c2ccccc21	-0.4	-4.0	-10.6	0.1	0.1	2.1	-4.1	92.0	1.3	-3.0
O=C1C(Cl)=C(O)C2(Cl)C(Cl)=C(Cl)C12Cl (stereo not drawn)	-1.5	-0.2	-0.6	-0.4	-2.5	-1.1	-29.2	108.0	17.7	-3.1
CCCCn1c(SCc2ccc(Cl)cc2)nc2c1c(=O)[nH]c(=O)n2C	-2.7	1.4	-2.4	1.8	-1.5	-28.2	1.8	95.0	7.2	-0.4
O=[N+]([O-])c1ccccc1S(=O)(=O)Nc1cccc(-c2ccc(N3CCCC3)nn2)c1	-3.6	0.8	17.9	0.0	-0.3	-6.5	1.2	101.0	6.1	1.5
CC1CC(C)(C)NCCNC(C)CC(C)(C)NCCN1 (stereo not drawn)	0.0	1.7	9.6	0.0	0.5	0.1	-1.2	95.0	4.9	1.4
Cc1ccc(C(=O)Cn2cnc3ccccc3c2=O)cc1	2.0	-1.0	21.8	0.3	-1.2	-3.0	-2.0	98.0	-2.5	-0.4
CCN(CC)c1ccc(S(=O)(=O)N2CCCCC2)cc1NC(=O)C1CSC2(C)CCC(=O)N12 (stereo not drawn)	0.6	-3.0	1.1	-0.1	0.0	9.2	-4.0	99.0	1.6	-0.1
c1cc(-c2ccc(N3CCOCC3)cc2)n2ccnc2c1	-0.1	2.9	-5.2	0.2	-0.8	-8.7	1.1	102.0	10.3	9.6
Cc1ccc(C(=O)N2CCN(C3CCCCC3)CC2)s1	0.0	-0.1	1.0	-0.2	-3.5	11.2	3.6	99.0	-1.4	7.2
Cc1ccc(NC(=S)N(CCN2CCOCC2)Cc2cc3cc4c(cc3[nH]c2=O)OCCO4)cc1	0.2	-0.9	-0.6	-0.2	-0.2	6.6	-0.2	97.0	0.2	-5.9
COC(=O)c1nc(N)sc1-c1ccc(Cl)c(Cl)c1	-1.5	4.3	7.0	0.0	-0.4	2.5	-0.2	91.0	-2.2	5.7
C=CCc1cccc2cc(C(=O)N3CCN(c4ccccn4)CC3)c(=O)oc12	1.7	2.2	0.6	-0.3	-0.6	5.5	0.1	90.0	0.1	3.4
CCOC(=O)c1ccc(NC(=O)NCc2cccnc2)cc1	-2.8	-0.5	3.8	0.5	-0.6	-5.3	-3.1	92.0	-2.0	-0.8
CCCn1c(SCC(=O)Nc2ccc(S(=O)(=O)N3CCOCC3)cc2)n[nH]c1=O	-1.6	2.1	8.4	-0.1	0.2	1.6	0.3	95.0	2.6	-0.6
O=c1c2c(nc(NCCO)n1CC1CCCCC1)-c1ccccc1CC21CCCC1	-3.0	-6.4	3.6	-0.1	-1.6	-1.1	-15.9	61.0*	-1.1	2.4
Cc1ccc(NC(=O)CN(C)C(=O)CNC(=O)c2ccc3c(c2)OCO3)cc1	-2.6	2.8	-1.7	-0.3	0.1	1.3	5.7	97.0	5.4	7.3

Arranged by number of heavy atoms (smallest number first): 4 of the compounds above
SMILES	MC4R barr agon	N-glyco inh	MC4R antagonist	aDG glyco up	iPSC survival up	H9c2 protect	ABHD5 PLIN5 PPI	ABCB6 inh MLPCN	Exocytosis inh	m5-HT2A agonist
COC(=O)c1nc(N)sc1-c1ccc(Cl)c(Cl)c1	-1.5	4.3	7.0	0.0	-0.4	2.5	-0.2	91.0	-2.2	5.7
C=CCn1cc(/C=C2/NC(=O)NC2=O)c2ccccc21	-0.4	-4.0	-10.6	0.1	0.1	2.1	-4.1	92.0	1.3	-3.0
C=CCc1cccc2cc(C(=O)N3CCN(c4ccccn4)CC3)c(=O)oc12	1.7	2.2	0.6	-0.3	-0.6	5.5	0.1	90.0	0.1	3.4
CCOc1nc(NC(=O)NS(=O)(=O)c2ccccc2F)nc(-c2ccccc2)n1	0.4	1.7	26.1	-0.1	-2.5	-7.6	0.2	93.0	9.6	-2.5
